# Compound activity deposited in PubChem BioAssay by The Scripps Research Institute Molecular Screening Center.
# PLC-gamma1 inh – PLC-gamma1 enzyme inhibitors, primary screen, biochemical, fluorescence, purified enzyme. 1-phosphatidylinositol 4,5-bisphosphate phosphodiesterase gamma-1 (Homo sapiens), P19174. hit rate 0.84% among 370,000. inhibition, % at 12.2 µM. AID 720700, 2013. fluorogenic substrate; in the data active means inhibition above about 9.5%
# ARFGAP1 inhibitor – inhibitors of rat ARFGAP1 GAP activity, primary screen, biochemical, fluorescence polarization, GDP tracer; Arfgap1-stimulated ARF1 GTP hydrolysis, GDP FP detection; inhibition, % at 16.5 µM; hit rate 0.26% among 360,000; AID 651572, 2012;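 active means inhibition above a per-plate limit, mean inhibition of low control wells plus 3 SD, cut at about 25% in these data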;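 further: 0% = DMSO wells with enzyme and 100% = wells lacking Arfgap1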
#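 Material – truncated rat Arfgap1 GAP domain · Buffer or medium – HEPES-based buffer, pH 7.5 · Reagent – human ARF1(Δ1-17)-GTP substrate · Dosing – 16.5 µM single point, 1.26% DMSO · Schedule – GTP hydrolysis reaction 2 h at 25 °C · Technique – GDP detection by fluorescence polarization · Benchmarks – No-Arfgap1 wells (100%) versus DMSO full-reaction wells (0%) · Repeats – single replicate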
# Tn7 DDE FP – inhibitors of Tn7 peptide binding to fibrin DD(E), primary screen, biochemical, fluorescence polarization, human fibrin, Tn7 probe. Fibrinogen beta chain (Homo sapiens), P02675. FP displacement of FITC-Tn7 peptide from fibrin DD(E); 0% = median of compound wells per plate. inhibition, % at 8.3 µM. hit rate 0.13% among 370,000;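 active means inhibition above the mean of compounds falling within the control limits plus 3 SD of them, cut at about 14% in these data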;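 further: 0% = plate median of compound wells and 100% = 10 µM Aha-Tn7 peptide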
#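 Assay system: human fibrin DD(E) protein / Input: 2 µM fibrin DD(E) / Benchmarks: high control of 10 µM Aha-Tn7 peptide / Measured by: fluorescence polarization of the labelled Tn7 tracer / Medium: Tris buffer with calcium and detergent, pH 7.8 / Timing: 10 min compound pre-incubation, 3 h probe incubation at room temperature / Repeats: one replicate per compound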
# PLC-beta3 inh – human PLC-beta3 inhibitors, primary screen, biochemical, fluorescence; Purified PLC-beta3, fluorogenic substrate; inhibition, % at 12.2 µM; hit rate 0.18% among 370,000; in the data active means inhibition above about 11%;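 further: 0% = median of compound wells on plate and 100% = full blocker control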
# KLK7 zymogen act – proKLK7 zymogen activators, primary screen, biochemical, fluorescence intensity; Kallikrein-7 (Homo sapiens), P49862; purified proKLK7, EDANS-DABCYL substrate fluorescence; 100% is mature enzyme control, 0% vehicle; activation, % at 7 µM; hit rate 0.9% among 370,000;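 active means activation above the mean of all tested compounds plus 3 SD, computed per campaign excluding outliers beyond control limits, cut at about 13% in these data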
# Target sequence (P49862 whole entry, looked up): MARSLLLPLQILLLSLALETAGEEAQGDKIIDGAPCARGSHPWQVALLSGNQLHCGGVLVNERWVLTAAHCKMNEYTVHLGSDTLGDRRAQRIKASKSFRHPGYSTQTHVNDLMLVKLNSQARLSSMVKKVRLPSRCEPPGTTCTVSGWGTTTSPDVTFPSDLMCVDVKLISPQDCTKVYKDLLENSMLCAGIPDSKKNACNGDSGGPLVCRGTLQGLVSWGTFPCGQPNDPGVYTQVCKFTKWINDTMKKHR
# ASAP1 GAP inh – inhibitors of human ASAP1 ArfGAP activity, primary screen, biochemical, fluorescence polarization | Arf-GAP with SH3 domain, ANK repeat and PH domain-containing protein 1 (Homo sapiens), … | ASAP1-stimulated ARF1 GTP hydrolysis, GDP FP detection | AID 624377, 2012 | inhibition, % at 16.5 µM | hit rate 0.19% among 360,000; in the data active means inhibition above about 25%;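 further: 0% = vehicle with enzyme and substrate and 100% = no enzyme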
# MBD2 DNA inh – inhibitors of MBD2 binding to methylated DNA, primary screen, biochemical, TR-FRET, DNA-binding domain, human. Methyl-CpG-binding domain protein 2 (Homo sapiens), Q9UBB5. AID 686964, 2013. inhibition, % at 4.4 µM. hit rate 0.31% among 370,000. MBD2 binding to methylated oligonucleotide; in the data active means inhibition above about 13%
# UHRF1 binding – UHRF1 methylated DNA binding inhibitors, primary screen, counter-screen for MBD2 inhibitor project, biochemical, TR-FRET, human UHRF1, single concentration | hit rate 0.75% among 370,000 | inhibition, % at 4.4 µM | UHRF1 binding to methylated oligo; in the data active means inhibition above about 21%;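 further: UHRF1 SRA domain binding a hemimethylated CpG hairpin DNA probe; 0% = median of test compound wells and 100% = reference inhibitor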
# Target sequence (Q96T88 whole entry, looked up, the tested form may be a part): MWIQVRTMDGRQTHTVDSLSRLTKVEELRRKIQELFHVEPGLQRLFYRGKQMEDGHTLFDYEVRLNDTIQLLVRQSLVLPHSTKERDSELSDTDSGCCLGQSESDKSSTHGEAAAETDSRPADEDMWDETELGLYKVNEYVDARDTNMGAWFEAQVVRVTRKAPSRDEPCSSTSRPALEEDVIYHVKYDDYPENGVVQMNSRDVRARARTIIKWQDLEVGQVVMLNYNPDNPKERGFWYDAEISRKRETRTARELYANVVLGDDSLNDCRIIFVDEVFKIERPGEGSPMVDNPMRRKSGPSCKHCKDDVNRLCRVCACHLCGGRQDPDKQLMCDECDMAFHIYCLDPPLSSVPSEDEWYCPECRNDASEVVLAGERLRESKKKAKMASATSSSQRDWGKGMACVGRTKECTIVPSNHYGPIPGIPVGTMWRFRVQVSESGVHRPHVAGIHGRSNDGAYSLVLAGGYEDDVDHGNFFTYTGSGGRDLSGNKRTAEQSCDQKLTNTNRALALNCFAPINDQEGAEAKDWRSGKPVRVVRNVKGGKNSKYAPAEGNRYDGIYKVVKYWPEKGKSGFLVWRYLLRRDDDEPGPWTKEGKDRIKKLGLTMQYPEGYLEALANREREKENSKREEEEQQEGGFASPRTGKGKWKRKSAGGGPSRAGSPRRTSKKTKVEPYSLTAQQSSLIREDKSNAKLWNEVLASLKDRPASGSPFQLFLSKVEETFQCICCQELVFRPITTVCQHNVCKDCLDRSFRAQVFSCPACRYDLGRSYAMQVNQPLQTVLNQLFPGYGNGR
# ADAM17 inh – ADAM17 inhibitors, primary screen, biochemical, QFRET. recombinant ADAM17, EDANS/DABCYL FRET peptide cleavage. inhibition, % at 6.95 µM. hit rate 0.83% among 370,000. AID 720648, 2013;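 active means inhibition above the mean of compounds lying between control limits plus 3 SD, set per campaign, cut at about 8.5% in these data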;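 further: 0% = DMSO-only wells as the low control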
# DDE Tn6 FP inh – inhibitors of Tn6 peptide binding to fibrin DD(E), primary screen, biochemical, fluorescence polarization, human fibrin, Tn6 probe; Fibrinogen beta chain (Homo sapiens), P02675; Fibrin DD(E) TRITC-Tn6 fluorescence polarization displacement; AID 720509, 2013; hit rate 0.21% among 370,000; inhibition, % at 8.3 µM;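 active means inhibition above a per-campaign cutoff: mean of compounds within control limits plus 3 SD, cut at about 15% in these data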;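 further: 0% = median of all compound wells on the plate and 100% = blocking peptide control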
# An asterisk follows results filed as active; i = inactive.
smiles	PLC-gamma1 inh	ARFGAP1 inhibitor	Tn7 DDE FP	PLC-beta3 inh	KLK7 zymogen act	ASAP1 GAP inh	MBD2 DNA inh	UHRF1 binding	ADAM17 inh	DDE Tn6 FP inh
CCC1=C2CC[C@H]3C(=O)N(c4ccccc4)C(=O)[C@H]3[C@H]2[C@@]2(C)C(=NCC(=O)OC)OC(=O)N2C1=O	-3.0	8.0	4.1	-3.3	-0.1	14.5	0.7	-1.9	-4.7	-2.4
COc1cc(NS(=O)(=O)c2ccc(NC(=O)c3ccc(F)cc3)cc2)ncn1	1.0	9.9	-2.8	-11.1	-1.1	-0.2	6.1	0.6	-2.0	-2.5
CSc1cccc(NC(=O)CCCOc2ccc(Cl)cc2C)c1	1.8	8.3	-0.3	-0.9	-0.9	3.5	3.0	-1.3	19.0*	4.2
CCOC(=O)c1csc(NC(=O)c2cc3ccccc3o2)n1	-4.8	-6.2	1.1	-13.7	0.3	4.2	0.5	-0.5	-2.8	-8.2
O=C(N/N=C/c1cc([N+](=O)[O-])ccc1O)c1ccc2c(c1)OCCO2	-26.0	1.4	6.7	0.5	0.3	-0.8	1.3	3.7	-3.1	-1.2
COc1ccccc1NC(=S)N(c1ccccc1)C(C)C	2.5	2.4	-2.2	-4.0	-0.1	-2.5	1.5	1.5	1.0	-8.3
O=C(Nc1ccccc1-c1nc2ccccc2[nH]1)c1ccc(S(=O)(=O)N2CCCCC2)cc1	0.5	-5.0	-0.2	1.5	-0.4	5.4	-0.1	0.5	-4.6	1.5
O=C(Nc1ccc2ccccc2c1)c1cccc([N+](=O)[O-])c1	2.4	15.0	-0.9	6.4	-0.2	5.2	-0.6	1.1	2.3	2.4
CCOc1ccccc1OCCOCCN1CCN(Cc2ccccc2)CC1	4.0	-3.7	-13.0	4.5	-0.1	4.5	-2.4	1.6	1.8	-0.7
C[C@H](O)[C@@H]1C(=O)N2CCc3c([nH]c4c(-c5ccccc5)cccc34)[C@@H]2C[C@@H]1N(C)C(=O)Nc1ccccc1	-51.9	-0.2	1.1	-66.7	-1.8	7.2	-0.3	-1.0	-36.8	4.1
O=C1C=CC(=NN=C(c2ccccc2)c2ccccc2)C=C1	i	2.5	6.1	i	-8.0	2.1	2.5	-4.1	-116.6	1.2
COc1cc(/C=N/NC(=O)c2ccncc2)ccc1OC(=O)c1cc(OC)c(OC)c(OC)c1	0.6	-16.5	4.7	-3.8	-0.1	8.4	-2.4	-1.7	-0.6	1.2
CCCc1nc2sc3ccccc3c(=O)c2c(=O)n1Cc1ccc(OC)cc1	3.5	-5.3	0.5	-4.7	0.7	-11.1	1.1	3.5	-1.8	-1.7
O=C(NCC(c1cccnc1)N1CCN(c2ccc(F)cc2)CC1)c1ccccc1 (stereo unspecified)	3.2	9.5	-6.0	0.2	-0.8	-2.3	-0.2	4.1	0.3	-0.8
O=C(COC(=O)Cc1ccccc1F)NC(=O)NC1CCCC1	1.2	-1.0	4.5	-4.8	-0.1	-2.4	-5.6	-1.1	-6.7	1.4
COc1cc(/C=C/C(=O)OCc2cn3cc(Cl)ccc3n2)ccc1O	-36.2	7.5	-1.8	-57.5	-0.7	-7.5	-1.7	-2.2	-12.7	-4.1
CC1CN(CCOc2ccc(Cl)c(Cl)c2)CC(C)O1 (stereo unspecified)	1.0	2.3	0.7	-4.8	-0.2	-1.1	-3.3	0.1	0.7	4.2
CCOc1ccc(S(=O)(=O)Nc2c(C)n(C)n(-c3ccccc3)c2=O)cc1	-1.2	-2.8	-0.9	-2.5	-0.2	-12.9	-3.9	0.1	-1.0	-13.4
Cc1cccc(N2CCCn3c2nc2c3c(=O)n(CC(=O)OCc3ccccc3)c(=O)n2C)c1	4.4	10.5	-1.7	-1.1	0.1	-6.2	-0.9	0.3	-0.5	5.9
O=C(CC1CC2CCC1C2)N1CCN(S(=O)(=O)c2ccccc2C(F)(F)F)CC1 (stereo unspecified)	2.8	7.8	1.4	-12.7	0.4	-1.2	1.2	9.5	-1.2	-4.1
COc1cccc(-c2c(C(=O)N/N=C(\C)COc3ccccc3)nnn2-c2nonc2N)c1	-1.7	-1.7	-2.3	-11.6	-0.1	-11.8	1.0	-1.9	2.3	-1.6
COc1ccc(CNC(=O)c2cccc3c(-c4cnn(C)c4)coc23)cc1OC	-1.4	9.9	1.7	-1.7	0.1	-24.8	-4.7	-2.5	1.1	4.3
CC1CCN(C(=O)CCNS(=O)(=O)c2ccc3c(c2)oc(=O)n3C)CC1	-0.2	3.9	-4.2	-2.1	0.2	-0.2	1.3	1.8	-0.5	1.2
CCCC(=O)Nc1ccc(Sc2ccc([N+](=O)[O-])cc2)cc1	4.2	5.8	-4.0	3.1	0.1	11.8	-2.0	0.8	4.1	1.3
CC12CCC(C/C1=N/NC(=O)Nc1ccccc1)C2(C)C (stereo unspecified)	1.9	9.6	6.9	1.0	0.1	-2.9	6.3	3.3	-8.6	-1.4
COc1ccc(S(=O)(=O)N2CCCCC2c2cc(C(=O)NC(C)C)no2)cc1 (stereo unspecified)	6.9	-6.9	2.0	1.2	-0.4	4.6	2.3	0.3	-1.6	-0.5
Cc1cc(NS(=O)(=O)c2ccc(NC(=S)NC(=O)c3cccnc3)cc2)no1	3.0	-16.1	3.2	3.1	-0.5	16.2	27.1*	64.7*	-5.6	8.1
O=C(c1ccc(Cl)cc1)N1N=CCC1(O)c1ccc(Cl)cc1 (stereo unspecified)	-7.5	-3.2	3.9	-11.4	-0.4	-18.8	0.4	-3.0	-7.2	1.9
COC(=O)c1ccc(COc2cccc(C)c2C)cc1	3.2	-1.3	-2.1	6.0	0.2	-8.5	3.4	1.9	0.9	5.0
CC(O)[C@@]1(O)CC[C@H]2[C@@H]3CC[C@H]4C[C@@H](O)CC[C@]4(C)C3=CC[C@@]21C (stereo partly specified)	3.3	-11.5	-2.3	7.2	-0.2	-8.4	-4.7	4.3	4.6	-3.0
COc1ccc(Cn2nnnc2C(c2cc3ccc(OC)cc3[nH]c2=O)N2CCC(C)CC2)cc1 (stereo unspecified)	-44.1	3.3	1.5	-59.5	1.3	-5.1	-6.2	-1.6	-29.4	-2.7
O=C(c1ccc(F)cc1)N1CCC(O)(c2cccnc2)CC1	1.2	0.2	-2.2	0.8	0.0	-2.6	0.1	-4.7	0.1	-2.2
Cc1cccc(OC(C)C(=O)N2CCCc3ccccc32)c1 (stereo unspecified)	0.4	9.3	3.0	0.9	0.3	3.8	0.3	1.7	-1.3	-2.6
NCCCN1CCOCC1	0.7	2.4	4.5	0.3	-0.7	-8.0	1.0	-1.0	-2.3	14.3
COc1ccccc1NS(=O)(=O)c1ccc2ccccc2c1	-6.8	-1.1	6.7	-11.3	0.4	1.9	0.6	3.1	-2.2	3.9
CC(=O)c1ccc(Nc2nc(C)cc(C)n2)cc1	-41.7	22.7	2.7	-50.7	0.4	-12.9	-3.8	2.6	-9.5	-4.4
Cc1cc(NC(=O)CSc2ncnc3c2cnn3-c2ccccc2)no1	3.0	-11.5	-6.0	-4.0	-0.5	3.1	-1.4	-1.6	-0.4	3.4
COC(=O)CC1(C(=O)OC)Oc2ccc(Br)cc2C(=O)N1c1cccc(Cl)c1Cl (stereo unspecified)	1.8	-0.1	3.1	-5.4	0.6	-4.2	-2.1	0.4	4.7	-1.2
CCNC(=S)N/N=C1\CCCCc2ccccc21	0.5	9.1	-0.7	0.4	0.5	-4.9	0.5	-2.6	2.1	1.6
OCCNc1nc(Nc2ccccc2)nc2ccccc12	-4.4	-5.4	0.3	-1.8	-0.2	0.9	1.4	3.1	-1.3	-8.5
O=C(NCc1ccccn1)c1ccc(Cl)s1	0.4	13.8	-7.3	-0.1	-0.3	3.6	5.6	-0.5	-3.5	2.6
CCOc1ccc(N(CC(=O)NCc2ccco2)C(=O)CCC(=O)Nc2ccccn2)cc1	1.8	1.9	-2.0	-2.2	1.0	1.5	-0.9	-0.7	-1.5	-8.2
COc1ccc(CC(=O)NC(C)c2nnc(SCCOc3ccc(OC)cc3)n2C)cc1 (stereo unspecified)	4.1	5.3	0.4	0.7	0.8	-7.8	-3.6	-2.9	-1.3	-6.9
Cc1ccc(-n2nc3c(=O)n(CC(=O)NCCC4=CCCCC4)nc(C)c3c2C)cc1	-1.2	3.7	-9.1	-4.7	-0.6	-12.2	1.2	0.7	-2.0	8.4
CNC(=O)c1ccsc1NC(=O)c1ccc(Cl)s1	-121.0	3.7	10.5	-146.4	0.3	12.9	2.5	0.6	-1.6	0.1
C=C(C)C1CC=C(CN2CC(C)OC(C)C2)CC1 (stereo unspecified)	6.4	-3.4	-4.5	3.6	0.1	4.1	1.6	-0.3	-2.5	4.7
COc1ccc(O)c(/C=N/c2nc3ccccc3n2C)c1	-4.7	2.3	4.3	-3.1	-0.2	10.6	6.1	1.7	-5.2	0.2
COc1ccc(-c2cc(CNC(=O)CCl)on2)cc1	2.9	-10.6	-1.6	-0.1	0.5	-7.0	2.5	1.4	5.4	2.6
O=C(Cn1cc([N+](=O)[O-])cn1)NC1CCCCCC1	2.0	-3.1	-10.0	-2.7	0.4	12.6	-3.7	-1.5	-1.8	0.4
Cc1ccccc1-c1nc(CN2CCC(C(=O)NCc3cccnc3)CC2)c(C)o1	-1.2	6.4	2.7	-4.8	0.7	-16.4	0.4	1.7	-5.4	-2.4
Cc1nn(-c2ccccc2)c(C)c1NC(=O)COc1ccc(F)cc1Cl	5.0	-1.4	-4.9	3.0	-0.2	-2.8	0.7	-4.3	1.2	1.7
O=C(Cn1nc(-c2cccs2)ccc1=O)Nc1ccc(Br)cc1	-6.9	2.2	-3.7	-19.4	0.5	1.0	3.3	1.3	-8.2	-1.1

# No enrichment for hits. About 4.1% of those tested had a hit in this group.
